PglD inh = blocks C. jejuni PglD acetyltransferase activity | purified PglD enzyme, DTNB colorimetric CoA detection | inhibition, % at 12.5 µM | 360,000 tested, 0.098% active | AID 602405; in the data active = inhibition above about 16%, passing the limit was not always enough; inconclusive = no clear call, values can overlap the other calls; also: strong numbers were not always called active
RAD52 inh = inhibitors of human RAD52 DNA annealing; P43351; recombinant RAD52 DNA annealing, FRET fluorescence; inhibition, % at 18.7 µM; 360,000 tested, 0.46% active;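 active = every replicate showing at least 50% inhibition; inconclusive = mean inhibition at least 50% but not in every replicate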
E-selectin induc = E-selectin induction on HUVECs; P16581; HUVEC E-selectin immunofluorescence imaging; normalized: neutral wells 0, TNF-alpha wells 100; activation, % at 7.58 µM; 260,000 tested, 0.37% active;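 active = mean E-selectin-positive cell signal at least 10% of the positive control, reached in at least 60% of replicates, without over 20% cell loss; inconclusive = no rule given, readout overlaps actives, possibly toxicity-flagged; inactive = the rest, including those meeting only one limit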;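 also: in these data hits start at about 27%; measured in HUVEC primary endothelial cells; signal is the percent of cells scored E-selectin positive by PE staining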
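Assay system: HUVEC primary endothelial cells. Input: 3,000 HUVEC seeded per well. Doses: one compound dose added by pin transfer. Read-out basis: % PE-positive cells. Benchmarks: TNF-alpha high, DMSO low. Detection: immunofluorescence imaging. Buffer or medium: EGM-2, gelatin.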
ARNT-TACC3 inh = disruptors of human ARNT/TACC3 interaction. AID 623870. inhibition, % at 9.99 µM. AlphaScreen His-ARNT PAS-B/GST-TACC3 binding, luminescence; TACC3 fragment carries E629A point mutation. 390,000 tested, 0.66% active. Q9Y6A5;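 active = mean inhibition of replicates at least 50% and at least half of replicates each reaching 50%; inconclusive = half or more replicates reach 50% but mean below 50%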;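 also: 0% = complete ARNT plus TACC3 wells and 100% = ARNT alone without TACC3; many hits fall short of the cut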
CASP6 VEID inh = caspase-6 (human) enzyme inhibition; P55212; purified caspase-6, Z-VEID-R110 cleavage fluorescence; inhibition, % at 12.5 µM; 350,000 tested, 0.53% active; AID 686996;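 active = mean inhibition across replicates at least about 35%, with every replicate also reaching that limit, limit read from the data; inconclusive = only one of the two criteria met; inactive = neither criterion met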;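 also: 0% = median of neutral control wells and 100% = no fluorescence left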
Target sequence (P55212 24-179 limits assumed): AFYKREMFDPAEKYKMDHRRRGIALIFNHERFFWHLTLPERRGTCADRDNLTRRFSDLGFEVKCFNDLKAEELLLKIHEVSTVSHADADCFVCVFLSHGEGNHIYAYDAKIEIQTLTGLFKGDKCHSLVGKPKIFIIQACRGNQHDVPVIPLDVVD
Target sequence (P55212 194-293 limits assumed): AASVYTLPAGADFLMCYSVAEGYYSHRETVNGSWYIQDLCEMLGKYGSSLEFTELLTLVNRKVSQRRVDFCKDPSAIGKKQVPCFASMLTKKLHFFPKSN
ERp5 block = ERp5 (human) disulfide isomerase inhibition. Q15084. ERp5 insulin aggregation, absorbance 650 nm, 90 min. inhibition, % at 9.99 µM. 350,000 tested, 0.05% active;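 active = mean replicate inhibition above about 25%, with every replicate also reaching it, limit read from the data, passing the limit was not always enough; inconclusive = only one of those two criteria met; inactive = neither criterion met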
Target sequence (Q15084 whole entry, looked up): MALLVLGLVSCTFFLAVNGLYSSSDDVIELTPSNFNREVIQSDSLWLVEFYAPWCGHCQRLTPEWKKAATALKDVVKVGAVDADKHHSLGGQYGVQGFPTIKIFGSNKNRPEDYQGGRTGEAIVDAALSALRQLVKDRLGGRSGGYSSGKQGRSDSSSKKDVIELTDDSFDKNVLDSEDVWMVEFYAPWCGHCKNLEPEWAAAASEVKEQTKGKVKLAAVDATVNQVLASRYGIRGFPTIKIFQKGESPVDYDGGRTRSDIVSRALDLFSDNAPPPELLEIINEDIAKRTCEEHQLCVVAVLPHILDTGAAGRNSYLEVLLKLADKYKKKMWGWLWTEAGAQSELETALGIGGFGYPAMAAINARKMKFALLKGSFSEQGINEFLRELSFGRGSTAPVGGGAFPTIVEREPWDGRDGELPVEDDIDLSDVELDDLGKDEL
RAD54 branch = inhibitors of human RAD54 branch migration; inhibition, % at 10.4 µM; Q92698; AID 602329; 360,000 tested, 0.14% active; RAD54 Holliday junction branch migration, FAM/BHQ fluorescence;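 active = mean normalized replicate activity at least 40 and at least half of replicates scoring 40 or more; inconclusive = only one of the two criteria met; inactive = mean below 40 and under half of replicates reaching 40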;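 also: 0% = median of neutral control wells and 100% = median of positive control wells; inhibitors cause a drop in the FAM fluorescence signal; in these data hits start at about 50%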
esBAF inh = inhibitors of esBAF chromatin remodeling in mouse ES cells | reporter increase, % at 12.5 µM | AID 602393 | 350,000 tested, 2% active | Bmi1-luciferase knock-in reporter, 24 h; 100% = twice the neutral-well signal; in the data active = activation above about 40%; inconclusive = no clear call, values can overlap the other calls;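 also: 0% = median of the plate's neutral control wells and 100% = double that signal; a rise in the Bmi1 reporter signal indicates esBAF inhibition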
Numbers without * were called inactive; u = inconclusive; x = no result given; & = joins results of further samples.

no.	SMILES	PglD inh	RAD52 inh	E-selectin induc	ARNT-TACC3 inh	CASP6 VEID inh	ERp5 block	RAD54 branch	esBAF inh
1	C[C@@H]1CN([C@@H](C)CO)C(=O)c2cccc(NC(=O)Nc3ccc(C(F)(F)F)cc3)c2O[C@H]1CN(C)S(=O)(=O)c1cn(C)cn1	-2	3	-0.2	-4	0	-1	4	-4
2	O=[N+]([O-])c1cccc(S(=O)(=O)N2CCN(S(=O)(=O)N3CCCCCC3)CC2)c1	-1	-13	x	-2	-5	0	-2	-4
3	CC(C)NC(=O)C(=O)NNC(=O)CCc1ccccc1	x	-2	-0.1	-2	5	2	x	x
4	CCOC(=O)C1=C(C)Nc2ncnn2C1c1ccc(N(C)C)cc1 (centres undefined)	1&2	-19&-23	0.1	-2&-5	-2&3	0&-11	-5&5	-4&-2
5	CCOC(=O)C1(C)CCCCCN1C(=O)c1ccc(OC)cc1 (centres undefined)	4	-1	1.3	x	0	1	5	-5
6	CC(NCCOCCOc1ccccc1)c1ccccc1 (centres undefined)	x	-10	-0.3	0	5	-8	x	x
7	COC(=O)c1ccc(NC(=O)Cc2ccc(F)cc2)cc1	1	-18	-3.5	18	-4	1	2	33
8	NC(=O)COC(=O)CC(NC(N)=O)c1ccc(Cl)cc1 (centres undefined)	5	-2	x	-6	-1	2	-2	x
9	CC(=O)Nc1ccc(SCC(=O)c2cc(C)ccc2C)cc1	-2	-16	x	-9	2	3	14	-1
10	C[C@H]1CN([C@@H](C)CO)C(=O)c2cccc(NC(=O)Nc3ccc(C(F)(F)F)cc3)c2O[C@H]1CN(C)C(=O)Nc1ccccc1	1	-15	1.0	0	1	-5	-8	16
11	O=C(Oc1ccc(Cl)cc1)c1ccc(COC(=O)c2cnccn2)cc1	-2	x	x	-16	x	x	0	1
12	c1csc(-c2noc(CN3CCN4CCCC4C3)n2)c1 (centres undefined)	-2	-18	x	-3	2	2	-11	0
13	COc1ccc(-c2nnn(CC(=O)N(c3cccc(O)c3)C(C)C(=O)NC3CCCC3)n2)cc1OC (centres undefined)	x	-21	x	11	20	2	x	x
14	O=C(COC(=O)C1CCC(N2C(=O)C3C4CCC(C4)C3C2=O)CC1)c1ccc(F)cc1 (centres undefined)	-2	0	x	6	-2	3	-2	-5
15	CN(C)C(=O)c1ccc(-c2ccc([C@@H]3[C@H](CO)N4CCCCN(Cc5cccnc5)C[C@@H]34)cc2)cc1	5	0	0.2	8	0	-5	-3	29
16	CCn1c(CC(=O)Nc2ccc(C)c(Cl)c2)nnc1SCCOc1ccc(OC)cc1	-2	x	x	-6	x	x	13	-9
17	CCN[C@H]1C[C@H](C)S(=O)(=O)c2sc(S(N)(=O)=O)cc21	1	1	-0.4	0	0	3	-2	4
18	CC1CCN(Cc2nnnn2CCCC(=O)NC(c2ccccn2)C(F)(F)F)CC1 (centres undefined)	3	-13	-0.2	-4	-2	-5	2	-7
19	O=C(Nc1cccs1)OCCN1CCN(Cc2ccccc2)CCC1=O	-1	-5	-0.2	-10	-3	5	2	x
20	O=C(Nc1nc2ccccc2[nH]1)c1ccccc1OC(F)F	2	-5	x	5	0	-1	-18	-2
21	C/C(=N\NS(=O)(=O)c1ccc(C)cc1)c1cccs1	-7	x	x	2	x	x	8	4
22	OC1(CNCc2ccccc2)C2CC3CC(C2)CC1C3 (centres undefined)	x	-13	x	1	-1	-2	x	x
23	Cc1ccc(CN2C(=O)CCC2C(=O)NCCCN2CCCC(C)C2)cc1 (centres undefined)	0	x	x	-2	x	x	4	-1
24	COc1ccc2c3c([nH]c2c1)[C@H](CO)N(Cc1nccs1)CC31CN(C(=O)C2CCC2)C1	x	-7	-0.3	x	-1	-4	x	x
25	O=C(Nc1cccc(Cl)c1)N1C[C@@H]2[C@H](c3ccccc31)[C@H](CO)N2Cc1ccncc1	2	-25	0.9	5	-3	0	-8	3
26	COc1ccc(OC)c(C(=O)Nc2ccc3[nH]ccc3c2)c1	x	-8	8.1	5	1	2	x	x
27	Cc1n[nH]c(=O)c2c(NC(=O)CSc3ccc(F)cc3)oc(C)c12	x	-7	x	4	-6	4	x	x
28	O=C1CN(C(=O)CN2C(=O)NC3(CCCCC3)C2=O)c2ccccc2N1	x	-29	1.8	-18	-3	3	x	x
29	Cc1ccc(S(=O)(=O)N(C)C[C@@H]2OCCCC[C@@H](C)Oc3ccc(NC(=O)C4CCCCC4)cc3C(=O)N([C@H](C)CO)C[C@@H]2C)cc1	0	x	2.3	-5	x	x	-3	14
30	COCCOC(=O)C1=C(C)Nc2ncnn2C1c1ccco1 (centres undefined)	6	-13	10	1	0	-1	3	-1
31	CN(c1ccc(C(=O)NCc2ccccn2)cc1)S(=O)(=O)c1ccc(Cl)cc1	-4	-2	-0.2	3	-3	-2	5	-2
32	CC1(C)CC(=O)C(C2C3=C(CC(C)(C)CC3=O)OC3=C2C(=O)CC(C)(C)C3)=C(O)C1	x	-5	x	-12	-7	10	x	x
33	CO[C@@H]1CN(C)C(=O)c2ccc(NC(=O)NC(C)C)cc2OC[C@@H](C)N(C(=O)CC2CC2)C[C@H]1C	-2	-5	-0.2	-3	-1	-5	0	-5
34	COc1cccc2c(N/N=C/c3ccco3)cc(C)nc12	x	8	x	-4	0	5	x	x
35	CC(C)CC#Cc1ccc([C@@H]2[C@H](CO)N3C(=O)CN(C(=O)NC4CCCCC4)C[C@@H]23)cc1	x	4	-0.6	x	3	-1	x	x
36	C[C@@H]1CN([C@H](C)CO)C(=O)c2cc(NC(=O)NC3CCCCC3)ccc2O[C@@H](C)CCCCO[C@@H]1CN(C)C(=O)Nc1ccc(F)cc1	x	3	4.9	x	-1	-6	x	x
37	Cc1noc(C)c1NC(=O)N[C@@H]1C=C[C@H](CC(=O)N2CCN(C)CC2)O[C@H]1CO	0	-12	0.7	-13	-1	-4	-3	-6
38	NCc1csc(NC(=O)Nc2cccc(Cl)c2)n1	-2	-37	0.1	x	9	4	7	1
39	O=C(c1cc([N+](=O)[O-])cc([N+](=O)[O-])c1)N1CCN(Cc2ccc3c(c2)OCO3)CC1	x	3	-2.0	4	8	0	x	x
40	CC(C)(O)C#Cc1ccc([C@@H]2[C@H](CO)N3CCCCN(C(=O)c4cccnc4)C[C@@H]23)cc1	0	1	0.2	4	-1	-2	4	x
41	CO[C@H]1CN(C)C(=O)c2cc(NC(=O)Nc3cccc(F)c3)ccc2OC[C@@H](C)N(C(=O)Nc2c(C)noc2C)C[C@H]1C	0	14	-0.1	1	-1	1	-21	11
42	Cc1onc(-c2ccccc2)c1C(=O)N1CCN(c2ccc([N+](=O)[O-])cc2)CC1	-5	-9	0.1	-7	1	8	-10	1
43	N#CCCN1CCN(S(=O)(=O)c2ccc(S(=O)(=O)NC3CC3)cc2)CC1	4	-10	-0.1	-2	0	0	5	-5
44	O=[N+]([O-])c1cccc(-c2csc(N/N=C/c3cccc(O)c3)n2)c1	x	-15	x	10	11	8	x	29
45	COc1ccccc1CNC(=O)CSc1nnc2ccc(-c3cccnc3)nn12	1	-4	0.0	-3	0	2	0	-7
46	CC(=O)c1ccc(N2CCN(C(=O)CCNC(=O)Cn3ccc4ccccc4c3=O)CC2)cc1	3	-7	x	-2	-2	6	10	2
47	CCCCNC(=S)N1CCN(c2ccccc2Cl)CC1	x	-7	x	0	-2	-2	x	x
48	Cc1ccc(C(=O)Nc2sc3c(c2C(=O)O)CCC(C)C3)o1 (centres undefined)	-1	-7	-2.2	0	-1	5	-7	49*
49	COc1cccc(OC)c1C(=O)N1CCN=C1SCc1cccnc1	-2	x	x	-2	x	x	-8	-4
50	Fc1ccc(/C=N/Nc2ncnc3nc[nH]c23)cc1F	-4	-3	-1.1	52*	1	-4	9	10
51	CC(=O)N(C)C[C@H]1[C@H](c2ccccc2)[C@@H](CO)N1C(=O)C1CC1	2	2	0.4	-10	0	-6	6	-1
52	CCOC(=O)C1=C(C)N=C2SC=C(C)N2C1c1ccc(OC)cc1 (centres undefined)	x	-6	x	7	4	0	x	x
53	CCOC(=O)[C@]12CCCC=C1N(Cc1ccco1)C(=O)[C@H](CC(=O)N1CCN(C(=O)C3CC3)CC1)C2	x	-8	0.2	x	-5	-1	x	x
54	CC(=O)N/C(=C\c1ccccc1)C(=O)Nc1ccccc1C	-4	-9	-0.1	3	3	10	8	-3
55	COC(=O)c1ccc(NC(=O)C2CCCN(S(=O)(=O)c3cnc[nH]3)C2)cc1 (centres undefined)	-1	-9	x	-5	0	4	3	2
56	Cc1ccnc(NC(c2ccccn2)c2c(C)[nH]c3ccccc23)c1 (centres undefined)	x	-19	-2.2	5	-1	-2	x	x

Next part:
no.	SMILES	PglD inh	RAD52 inh	E-selectin induc	ARNT-TACC3 inh	CASP6 VEID inh	ERp5 block	RAD54 branch	esBAF inh
57	CN1c2ccc(-c3cccc(F)c3)cc2[C@@H]2[C@@H](CCN2C(=O)C2CCC2)[C@H]1CO	x	10	-0.2	x	-5	5	x	x
58	COc1ccc(-c2nc(CN3CCCCC3c3cccnc3)c(C)o2)c(F)c1 (centres undefined)	6	-86	-0.7	17	-2	-1	0	7
59	CCC(=O)N1C[C@@H](O)COC[C@@H]2O[C@@H](CC(=O)NCC3CCCCC3)CC[C@H]21	6	0	0.0	1	1	2	-6	-2
60	COc1ccc(/C=N/NC(=O)c2ccccc2[N+](=O)[O-])cc1CN1CCc2cc(OC)c(OC)cc2C1C (centres undefined)	x	5	x	9	-5	2	x	x
61	O=C(OCc1nnc(-c2ccccc2)o1)c1ccc(CO)cc1	-198	-12	7.6	17	0	15	-1	2
62	CCOC(=O)c1cccc(Nc2nc(C)cc(C)n2)c1	-2	x	x	-25	x	x	-13	22
63	Cc1nc2sc(-c3ccccc3)cc2c(=O)n1/N=C/N(C)C	-7	-12	x	x	4	-4	16	u
64	CC1CN(C(=O)C(c2ccccc2)c2ccccc2)CC(C)O1 (centres undefined)	-7	x	x	-3	x	x	7	0
65	CO[C@@H]1CN(C)C(=O)c2cc(NS(=O)(=O)c3ccc(C)cc3)ccc2OC[C@@H](C)N(Cc2nccs2)C[C@@H]1C	-3	-4	0.0	3	1	0	-11	7
